# NPYLR7 agonist: activates Aedes aegypti NPYLR7 receptor. AID 1259423. HEK293T NPYLR7/Galpha15, GCaMP6s calcium fluorescence. activation, % at 10 µM. 0.15% of 270,000 active; in the data active means activation above about 40%;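 further: 0% = vehicle and 100% = reference agonist at the receptor; some compounds past the cut are filed as inactive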
# hcGAS inh: blocks human cGAS activity | Q8N884 | recombinant h-cGAS, ATP depletion, Kinase-Glo luminescence | inhibition, % at 12.5 µM | 0.081% of 290,000 active;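 further: 0% = vehicle reaction and 100% = reaction without DNA for no activity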
# Target sequence (Q8N884 whole entry, looked up): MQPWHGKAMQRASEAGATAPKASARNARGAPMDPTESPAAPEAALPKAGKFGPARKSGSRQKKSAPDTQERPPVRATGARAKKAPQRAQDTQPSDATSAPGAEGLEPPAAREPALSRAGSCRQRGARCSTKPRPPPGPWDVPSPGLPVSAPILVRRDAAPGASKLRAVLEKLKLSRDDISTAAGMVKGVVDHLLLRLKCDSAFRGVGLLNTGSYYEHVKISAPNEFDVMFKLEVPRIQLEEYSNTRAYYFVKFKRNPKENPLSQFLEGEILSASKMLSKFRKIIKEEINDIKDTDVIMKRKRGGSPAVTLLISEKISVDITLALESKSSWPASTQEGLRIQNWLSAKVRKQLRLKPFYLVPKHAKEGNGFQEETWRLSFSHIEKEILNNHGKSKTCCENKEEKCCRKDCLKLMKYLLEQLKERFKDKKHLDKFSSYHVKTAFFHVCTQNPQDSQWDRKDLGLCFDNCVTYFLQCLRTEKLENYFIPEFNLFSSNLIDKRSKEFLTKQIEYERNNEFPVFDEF
# mcGAS lum: mouse cGAS inhibition by luminescence; AID 1259399; 0.15% of 160,000 active; inhibition, % at 12.5 µM; recombinant cGAS, Kinase-Glo ATP depletion luminescence; Q8C6L5;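 further: 0% = negative control wells and 100% = reference inhibitor with no enzyme activity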
# The depositor's hits bear a star; · = no result given; & = joins results of further samples. Unless noted, no stated cut-off is given here; in the data, active means inhibition above about 40%; inactive means the rest.
SMILES,NPYLR7 agonist,hcGAS inh,mcGAS lum
O=C(CON=C1c2ccccc2-c2ccccc21)NC12CC3CC(CC(C3)C1)C2,2.9,4.2,0.1
COc1cc(C(=O)N2CCC(c3cc(C(C)C)n[nH]3)CC2)ccc1F,2.2,-0.5,·
C=CCn1c(-c2ccc(Cl)cc2Cl)csc1=Nc1cccc(O)c1,-0.4&-4.7,-3.5&-2.8,·
O=C1CCN(CC(O)CC(F)(F)F)c2ccc(F)cc2CN1CC1CC1 (stereo not drawn),-1.5,-2.0,-7.2
Cc1c(C(=O)N2CCCCCC2)c(S(=O)(=O)N2CCOCC2)c(C)n1C,·,-0.6,-2.8
Cc1ccnc(Nc2ccc(N3CCN(S(C)(=O)=O)CC3)nn2)c1,4.3,-7.0,·
CCOc1cc(C=NNC(=O)c2cc(-c3ccco3)[nH]n2)ccc1O,-1.1,6.5,·
CC(NC(=O)CN1CCCCC1)C1CC2CCC1C2 (stereo not drawn),-5.1,3.9,·
COc1cccc(C(=O)Nc2cccc(-c3nc4ccccc4o3)c2C)c1,-6.1,-4.1,-5.8
COc1ccc2[nH]c(C(=O)N3CCCN(C)C4(CCN(C)CC4)C3)cc2c1,3.8,-4.7,-12.3
CCCCCC(C)N (stereo not drawn),-13.5,-1.3&1.3,·
Cc1cc(=O)n(CC(=O)NCCN(C)S(C)(=O)=O)c2ccccc12,-4.1,-3.0,·
COC(=O)C1CC(O)C(N2CCN(C3CCCC3)CC2)C1 (stereo not drawn),1.0,-12.3,·
CCn1cnnc1CNC(=O)C1(c2cccc(C)c2)CCCC1,4.9,-3.0,·
O=C(NC1CCN(c2ncccn2)CC1)c1cc2c(cc1O)CCCC2,1.6,-4.6,·
S=c1[nH]nc(-c2c[nH]c3ccccc23)n1Cc1ccco1,1.5,-8.7,-7.3
Cc1ccc(-n2nnc3c(N4CCN(S(C)(=O)=O)CC4)ncnc32)cc1,-15.8,-1.2,-0.2
COc1c(C)cc(C(=O)C2CCCN(C(=O)c3ccc4ccccc4n3)C2)cc1C (stereo not drawn),-3.2&0.7,-5.5&-4.2,-2.7
C=CCOCC(O)CN(CCN1CCOCC1)Cc1ccsc1 (stereo not drawn),-0.7,-6.2,-6.0
CCCCc1ccc(-c2csc(NC(=O)C3(C)CCOCC3)n2)cc1,11.3,-10.1,-15.6
CCSc1nc2c([nH]c3ccccc32)c(=O)n1-c1cccc(OC)c1,1.5,6.8,-1.3
Brc1ccccc1-c1nn[nH]n1,1.8,-0.7,·
O=C(Nc1ccc(F)cc1F)C(C1CCCC1)N1CCN(C(=O)CCc2ccccc2)CC1 (stereo not drawn),10.9,-5.9,-5.6
COc1cc(/C=C2/CCc3ccccc3C2=O)ccc1OCC#N,-0.9,-6.8,·
CCOc1ccc(C2CCCN2Cn2nc(C(=O)NC)c3ccccc3c2=O)cc1 (stereo not drawn),-1.5&5.0,3.3&-6.4,-8.2
# Next entries.
SMILES,NPYLR7 agonist,hcGAS inh,mcGAS lum
COc1ccc(Oc2cc(C)nc(SCc3ccccc3F)n2)cc1,-1.1,-5.1,-5.5
Cc1nc(-c2ccc(CNC(=O)/C=C/c3ccccc3Cl)o2)cs1,2.6,3.0,·
Cc1cnc(C(=O)Nc2ncc(Cc3ccc(C(F)(F)F)cc3)s2)cn1,-0.4,-5.7,·
COc1ccccc1NC(=O)C1=C(C)NC(=O)NC1c1ccc(O)cc1 (stereo not drawn),-4.0,-6.0,-5.1
CCCN1CCCc2cc(CCNC(=O)C(=O)Nc3ccc(OC)cc3OC)ccc21,7.8,-3.3,·
COc1ccc(NC(=O)C2CCN(C(=O)[C@H](C)NC(=O)/C=C/c3ccc(OC(F)(F)F)cc3)CC2)cc1,7.3,-0.6,-4.0
COc1cccc(C(=O)Nc2ccc(-c3c(-c4cccc(C)c4)nn(-c4ccc(F)cc4)c3OC(C)=O)cc2)c1,-4.4,1.7,-0.1
CCc1nc2n(n1)C(=O)C(C(c1ccc(OC)cc1)N1CCCC(C)C1)S2 (stereo not drawn),2.4,-10.4,-8.8
O=C(c1cn(CC2COc3ccccc3O2)nn1)N1CCN(C2CCCC2)C(=O)C1 (stereo not drawn),22.1,-7.6,·
COCCCN(Cc1ccc(Cl)cc1Cl)Cc1cccn1Cc1cccc(C)c1,·,-3.7,-4.7
O=C(CN1CCc2[nH]c3ccccc3c2C1)N1CCOCC1,-8.5,-1.0,·
Cc1ccccc1C1CCCN1C(=O)c1ccc(OCC(N)=O)cc1 (stereo not drawn),-1.2,-5.6,-9.6
Cc1cc(C)n2c(NC(C)(C)C)c(-c3ccc(F)cc3)nc2c1,-14.9,1.9,0.5
CCc1nc2ccc(C(=O)N3CCCCC3)cn2c1N(C)C(=O)Nc1ccccc1OC,-4.4,-4.3,-1.9
CC(C)C(NS(=O)(=O)c1cccs1)C(=O)Nc1ccc(N2CCCC2)cc1 (stereo not drawn),4.0,-7.2,·
O=C1NC(c2cccc(F)c2)=NOC1Cc1ccccc1 (stereo not drawn),9.1,-9.7,·
Cc1cc(Nc2ccc3c(n2)C(=O)N([C@H](C)C(=O)NCCc2ccccc2)C3)n(C)n1,7.8,-7.1,·
CC(C)CCc1nc(N2CCN(C(=O)c3ccc([N+](=O)[O-])cc3)CC2)c2cnn(-c3cccc(Cl)c3)c2n1,33.9,-4.1,-3.7
Cc1ccccc1N1CCN(C2CCCN(C(=O)C3CC3)C2)CC1 (stereo not drawn),1.6,-3.1,·
Cc1ccc(NC(=O)c2csc(CSc3nnc(-c4cccnc4)n3-c3ccccc3F)n2)cc1C,-4.2,-3.9,-2.5
O=C(NCCC(=O)OCC(=O)c1ccc(Cl)s1)NC12CC3CC(CC(C3)C1)C2,1.6,0.8,·
CNS(=O)(=O)c1ccc(Cl)c(Cl)c1,-2.3,-7.4,·
C#Cc1cccc(N(CC(=O)Nc2cccc(CC)c2)CC(=O)N2CCOCC2)c1,9.9,28.9,·
COc1ccc(C2c3c(n[nH]c3-c3ccccc3)OC(=N)C2C#N)c(OC)c1 (stereo not drawn),-5.4,-3.4,·
O=C(OCC(=O)N1CCCC1=O)c1ncc(Cl)c(Cl)c1Cl,-6.5,4.4,·

# Some of these compounds in order of SMILES length, smallest number first:
SMILES,NPYLR7 agonist,hcGAS inh,mcGAS lum
Cc1cc(C)n2c(NC(C)(C)C)c(-c3ccc(F)cc3)nc2c1,-14.9,1.9,0.5
C#Cc1cccc(N(CC(=O)Nc2cccc(CC)c2)CC(=O)N2CCOCC2)c1,9.9,28.9,·
O=C(NCCC(=O)OCC(=O)c1ccc(Cl)s1)NC12CC3CC(CC(C3)C1)C2,1.6,0.8,·
Cc1cc(Nc2ccc3c(n2)C(=O)N([C@H](C)C(=O)NCCc2ccccc2)C3)n(C)n1,7.8,-7.1,·

# (cont.)
SMILES,NPYLR7 agonist,hcGAS inh,mcGAS lum
O=C1NCC2(CCN(CC3(O)CCCN(CCc4ccccc4)C3=O)CC2)O1 (stereo not drawn),26.5,-6.2,·
Cc1ccccc1CC(C)NC(=O)CN1CCCN(C(N)=O)CC1 (stereo not drawn),1.3,-1.7,·
Oc1c(F)cccc1CN(Cc1ccsc1)Cc1ccco1,0.6,0.8,·
CC1C(=O)N(c2cccc(C(F)(F)F)c2)CCN1C(=O)C1CCC1 (stereo not drawn),-3.2,-1.1,-3.4
CCCn1nccc1NC(=O)N1CCN(C)CC1C (stereo not drawn),18.2,-7.0,-15.1
Cc1ccc(C(=O)Cn2nc(-c3ccccc3)c3sc(N4CCCCC4)nc3c2=O)cc1,-2.8,-8.7,-7.1
COc1cc2c(cc1OC)C1CN(C(=S)Nc3ccc(-c4cnco4)cc3)CC(=O)N1CC2 (stereo not drawn),18.8,-5.1,-5.0
CCCc1nc(N2CCCN(C(=O)Nc3ccc(Br)cc3)CC2)c2c(C)nn(-c3ccccc3)c2n1,-0.8,-1.4,-2.8
CCN(CC)c1ncccc1CNc1nccc(C(F)(F)F)n1,1.6,-3.4,·
O=C(COC(=O)c1ccncc1)NCCc1ccc(Cl)cc1Cl,0.2,6.0,-1.0
CN(CCNC(=O)C[C@@H]1C[C@@H]2C=C[C@H]1C2)S(C)(=O)=O,-2.4,-3.6,·
C/C=C/[C@H]1OC(=O)N(C(=O)c2ccccc2)C1Cc1ccccc1 (stereo partly drawn),-6.1,-3.6,·
COc1ccc(C(NC(=O)C2CCN(CCn3cnc4c3c(=O)n(C)c(=O)n4C)CC2)c2ccccn2)cc1 (stereo not drawn),-9.8,2.7,1.2
Cn1ccn2ncc(-c3nc(C4(c5ccc(F)cc5)CCOC4)no3)c12 (stereo not drawn),-2.2,2.1,·
COc1ccc(-c2noc(-c3c(SC)nn(CC(=O)Nc4ccc(C)c(F)c4)c3N)n2)cc1OC,0.5,-4.4,-4.4
Cc1cc(-c2ccccc2)cc2c3ccccc3c3ccccc3[n+]12,-5.8,41.1*,27.4
Cc1cc(C)nc(N2CCc3ccc(OC(F)F)cc3C2)n1,-2.6,-8.1,·
COC(=O)CC(NC(=O)C(C)OCC(C)C)c1ccc(C)cc1 (stereo not drawn),1.2,5.1,·
CCCN(Cc1ccc(C)cc1)C(=O)c1ccccc1S(C)(=O)=O,-5.7,-0.2,-0.7
CCCN(CC(=O)N(Cc1ccccc1)Cc1sccc1C)C(=O)c1ccc([N+](=O)[O-])cc1,-10.2,-1.5,-0.3
O=C(Nc1ccc(C(F)(F)F)cc1Cl)c1cc([N+](=O)[O-])[nH]n1,1.0,-0.9,4.7
COCCCN(CC(=O)N1CCc2sccc2C1c1ccccc1C)C(=O)COc1ccc(Cl)cc1 (stereo not drawn),19.2,-5.6,-4.2
O=C(NCc1ccc2c(c1)OCO2)c1cccnc1N1CCN(C(=O)c2ccc(-c3ccc(F)c(F)c3)s2)CC1,1.6,-2.2,-5.1
Cc1ccc(-n2c(C(C)N(CCc3ccccc3)C(=O)COc3ccc(Cl)cc3)nc3cc(Cl)ccc3c2=O)cc1 (stereo not drawn),-0.6,-6.9,-5.0
CN(Cc1ccoc1)C(=O)c1cn(CC2CCCCC2)nn1,17.9,-7.6,·
# Next part
SMILES,NPYLR7 agonist,hcGAS inh,mcGAS lum
COc1ccc(OC)c(NC(=O)CN2C(=O)c3ccccc3C2=O)c1,-4.2,-4.1,·
Cc1c(Cl)ccc2sc(N3CCN(C(=O)C4=COCCO4)CC3)nc12,-3.9,-2.3,1.5
CC1(C)CC2CC(C)(CN2C(=O)c2cc3n(n2)CCN(Cc2ccccc2)C3=O)C1 (stereo not drawn),15.8,-1.5,-5.4
O=C(Nc1ccc(C(=O)N2CCCC2)cc1)c1ccc(S(=O)(=O)N2CCOCC2)cc1,1.1,0.0,·
COc1cc(CN2CCC(C(=O)NC(c3ccc(F)cc3)c3ncccc3C)CC2)cc(OC)c1 (stereo not drawn),7.4,-5.2,-2.9
CSCC(=O)N(C)CC1CCCN(CCc2cccc(C(F)(F)F)c2)C1 (stereo not drawn),-1.2,-7.4,·
COc1ccccc1-c1cc(C(=O)Nc2ccc(F)cc2)n2nc(C(C)(C)C)cc2n1,-8.9,-4.2,-6.6
CCOC(=O)C1C(=O)C=C(c2cccs2)CC1c1ccc(C)cc1 (stereo not drawn),13.2,-7.6,-4.4
Cc1ncc([N+](=O)[O-])n1CCNC(=O)Nc1ccc(Cl)cc1,8.2,-5.0,·
Cc1noc(C)c1CN(C)C(=O)c1c(O)cccc1O,-5.7,-3.4,-15.4
Cc1cc(C)n(C)c(=O)c1C(=O)N1CCc2c(nc[nH]c2=O)C1,2.1,1.2,·
CCc1nn2c(nnc3c(=O)n(CCc4cnc[nH]4)ccc32)c1-c1ccc(Cl)cc1,-0.2,0.3,·
Cn1c(=O)c2c(nc(N3CCCC3)n2C)n(C)c1=O,5.0,-2.1,-3.3
CCCCN(CCCC)CC1OCc2ccccc2CO1,-8.3,-1.1,·
CCOC(=O)c1c(N)oc2c(Br)c3c(C(=O)OCC)c(N)oc3c(Cl)c12,-1.6,-8.3,·
CCCn1c(=O)n(C)c(=O)c2c(SCOC)nc(C(C)C)nc21,2.6,-5.5,-6.3
CC1CCCC1NC(=O)NC1CCN(CC(F)F)CC1 (stereo not drawn),2.3,-3.6,·
CSc1ccc(C(=O)C2CCCN(C(=O)/C=C/c3ccncc3)C2)cc1 (stereo not drawn),7.9,-1.6,·
NC(=O)Cn1nnc(-c2ccc(Cl)cc2)n1,3.7,-1.3,-6.0
Cc1nn(-c2ccccc2)c2nc(Cc3ccccc3)nc(N3CCCN(C(=O)NCc4ccccc4)CC3)c12,·,-6.3,-6.9
Cc1ccccc1C(=O)N1CCN(c2ccc3nnc(-c4ccco4)n3n2)CC1,-0.4,-7.5,·
CCN(C(=O)CN1CCNC(=O)C1)c1cccc2ccccc12,0.1,-18.2,·
CC(c1cccs1)N(C)C(=O)c1cn(Cc2ccccc2C(F)(F)F)nn1 (stereo not drawn),6.8&4.7,1.4&-2.3,·

# 6 records picked at random from those above:
SMILES,NPYLR7 agonist,hcGAS inh,mcGAS lum
Cc1ncc([N+](=O)[O-])n1CCNC(=O)Nc1ccc(Cl)cc1,8.2,-5.0,·
Cn1c(=O)c2c(nc(N3CCCC3)n2C)n(C)c1=O,5.0,-2.1,-3.3
Cc1ccccc1C(=O)N1CCN(c2ccc3nnc(-c4ccco4)n3n2)CC1,-0.4,-7.5,·
CC1CCCC1NC(=O)NC1CCN(CC(F)F)CC1 (stereo not drawn),2.3,-3.6,·
NC(=O)Cn1nnc(-c2ccc(Cl)cc2)n1,3.7,-1.3,-6.0
COc1ccccc1-c1cc(C(=O)Nc2ccc(F)cc2)n2nc(C(C)(C)C)cc2n1,-8.9,-4.2,-6.6

# Assay outcomes from PubChem BioAssay.
